Screening data (PubChem)
aSyn 5UTR inh: 5' untranslated region of α-synuclein, MLPCN primary screen. 300,000 compounds, 0.82% hits. alpha-synuclein 5'UTR reporter, inhibitor activity. inhibition, % (tested at 7.5 µM). AID 1813; in the data active = inhibition above about 60%;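 also: H4 neuroglioblastoma cells stably carrying SNCA 5'UTR luciferase fusion; 0% = DMSO wells and 100% = positive control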
MrgX1 antagonist: human MrgX1 receptor antagonism, primary screen. Q96LB2. MRGX1-HEK293 calcium flux, Fluo-4, BAM8-22 antagonism; active compounds read low. B-score at 10 µM. 310,000 compounds, 1.3% hits. AID 588676;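 active = calcium-response B-score plate-corrected more than 3 library SD below zero, starting fluorescence within 5 deviations, no agonist response on first addition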;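 also: peak minus trough fluorescence over baseline after final BAM8-22 challenge near maximal dose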
Target sequence (Q96LB2 whole entry, looked up): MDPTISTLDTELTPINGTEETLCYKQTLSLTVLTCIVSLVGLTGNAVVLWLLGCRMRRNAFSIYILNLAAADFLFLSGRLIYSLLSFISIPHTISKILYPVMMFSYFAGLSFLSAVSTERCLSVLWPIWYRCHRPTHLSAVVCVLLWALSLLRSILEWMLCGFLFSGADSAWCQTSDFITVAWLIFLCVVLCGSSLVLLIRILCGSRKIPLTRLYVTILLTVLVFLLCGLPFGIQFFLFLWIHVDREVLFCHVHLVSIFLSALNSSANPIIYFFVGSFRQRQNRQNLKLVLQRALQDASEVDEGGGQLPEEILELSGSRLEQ
TRPC4 act: TRPC4 (mouse) channel activation; HEK293 TRPC4beta/mu-opioid, Fluo4 calcium fluorescence; active compounds read high; B-score at 10 µM; 310,000 compounds, 0.49% hits;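 active = B-score above 5 SD of library B-scores, and initial fluorescence ratio not above library mean plus 5 SD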;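 also: positive B-score marks a calcium rise read as TRPC4 activation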
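Assay system – TRPC4beta and mu-opioid receptor HEK293 stable cells · Measured by – Fluo4 fluorescence, kinetic · Schedule – dye loading 45 min room temperature, 110 s kinetic read · Read-out – B-scored integrated calcium fluorescence ratio · Controls – buffer and maximal DAMGO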
TRPC4 PAM: allosterically enhances the mouse TRPC4 cation channel. Q9QUQ5. HEK293 TRPC4beta/mu-opioid, DAMGO EC20, Fluo-4 Ca2+ flux; active compounds read high. B-score at 10 µM. 310,000 compounds, 0.42% hits;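 active = B-score of calcium response area above 5 SD of library B-scores, with initial fluorescence ratio within 5 SD of library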;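 also: B-score of integrated fluorescence ratio over time as area under calcium response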
TRPC4 block: inhibitors of mouse TRPC4 channel; Q9QUQ5; HEK293 TRPC4beta/mu-opioid, DAMGO-evoked Fluo4 calcium flux; active compounds read low; B-score at 10 µM; 300,000 compounds, 0.39% hits; AID 2247;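 active = B-score over 3 SD under the library average, no early fluorescence shift, positive overall ratio signal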
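Material: HEK293 cells with stable TRPC4beta plus mu-opioid receptor expression; probe or stimulus: DAMGO in two steps, submaximal then maximal; technique: Fluo4 calcium fluorescence by kinetic imaging, 5 s 1 Hz baseline; measure: integrated fluorescence ratio relative to baseline, converted to per-well B score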
TRPC6 inh: blocks the mouse TRPC6 cation channel | HEK293-TRPC6, membrane potential dye, ACh-evoked depolarization; active compounds read low | B-score at 10 µM | AID 2553 | Q61143 | 310,000 compounds, 1.1% hits;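 active = B-score under library mean minus 3 SD, initial fluorescence not abnormally high, positive integrated signal ratio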;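 also: B-score derived from integrated fluorescence ratio over the kinetic read; more negative B-score means stronger inhibition of depolarization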
SKKanGAS inh: SKKanGAS growth inhibition. S. pyogenes SKKanGAS, kanamycin growth, BacTiter-Glo, 6 h. inhibition, % at 7.5 µM. 300,000 compounds, 1.3% hits;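 active = mean replicate score, as percent of positive control median, at least 50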;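 also: strain carries kanamycin resistance gene driven by streptokinase promoter and grows in 40 µg/ml kanamycin; loss of luminescence reflects streptokinase promoter inhibition or plain growth inhibition; 0% = median of DMSO wells and 100% = positive control at its reference dose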
IEC-6 cytotox: kills IEC-6 intestinal cells in KLF5 counter-screen; 290,000 compounds, 0.78% hits; AID 1825; IEC-6 cytotoxicity, luminescence viability; inhibition, % at 5 µM; in the data active = inhibition above about 22%;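 also: 0% = plate median of test compound wells and 100% = cytotoxic reference compound wells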
HIF activator: HIF pathway transcriptional activation. U2OS HRE-luciferase reporter, luminescence; normalized: DMSO 0%, desferrioxamine 100%. activation, % at 7.5 µM (by protocol). 300,000 compounds, 0.32% hits. AID 1910;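 active = mean activation of at least 10% of the iron chelator positive control signal, with at least half of replicates also reaching 10%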
TRPC6 activator: activates the mouse TRPC6 cation channel. Q61143. HEK293-TRPC6 membrane potential dye fluorescence; active compounds read high. B-score at 10 µM. 310,000 compounds, 0.13% hits;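 active = B-score of the integrated fluorescence ratio above library mean plus 3 SD, and starting fluorescence ratio within library mean plus 5 SD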;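 also: higher score means more depolarization so channel activation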
KLF5 inhibitor: inhibitors of KLF5 expression. DLD-1 KLF5 promoter-luciferase reporter, luminescence. inhibition, % at 5 µM. 290,000 compounds, 0.23% hits;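 active = inhibition above a per-plate limit of that plate's mean compound inhibition plus 3 SD, cut at about 60% in these data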;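 also: 0% = DMSO wells and 100% = LY294002 at 200 µM; higher means less KLF5 promoter-driven luciferase light; inactives centre near -14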
An asterisk follows results filed as active; i = inactive; . = no result given. No enrichment for hits; 5.8% or so of the library scored in one or more.

SMILES	aSyn 5UTR inh	MrgX1 antagonist	TRPC4 act	TRPC4 PAM	TRPC4 block	TRPC6 inh	SKKanGAS inh	IEC-6 cytotox	HIF activator	TRPC6 activator	KLF5 inhibitor
Cc1ccccc1-c1nc(CN2CCCC(C(=O)NCCCN3CCOCC3)C2)c(C)o1 (stereo unspecified)	-2	i	i	i	i	i	-7	-2	-0.6	i	-29
Cn1c(=O)c2c(nc(CN3CCN(C(=O)c4ccco4)CC3)n2CCCc2ccccc2)n(C)c1=O	12	i	i	i	i	i	-1	2	-0.1	i	-11
CCOC(=O)c1c(C)n(OCc2ccccc2)c2ccc3nonc3c12	23	i	i	i	i	i	-4	-5	-0.4	i	-23
CSc1nc(C(=O)N2CCCC(N3CCN(c4ccccc4C)CC3)C2)cs1 (stereo unspecified)	12	i	i	i	i	i	-1	1	-0.1	i	-31
Cc1c(C(=O)N2CCOCC2)sc(NC(=O)CCl)c1C#N	-50	i	i	i	i	i	-7	-2	0.0	i	-18
O=C(Nc1ccccc1N1CCN(c2ccccc2)CC1)C1CCCCC1	23	i	i	i	i	i	-1	.	0.6	i	.
O=C(NC(=S)Nc1ccccc1Cl)C1CC1	-30	i	i	i	i	i	-7	3	1.2	i	-73
COc1ccccc1CN(CC(=O)NCc1ccco1)C(=O)CNS(=O)(=O)c1ccc(C)cc1	5	i	i	i	i	i	-4	1	-0.2	i	-7
O=C(N/N=C/c1ccc([N+](=O)[O-])o1)c1ccncc1	-30	i	i	i	i	i	10	-1	-0.9	i	-6
CC(OC(=O)CN1C(=O)c2ccccc2C1=O)C(=O)N(C)c1ccccc1 (stereo unspecified)	-4	i	i	i	i	i	16	.	-0.2	i	.
CCN(CC)CCCN(C(=O)c1cccs1)c1nc(-c2ccc(OC)cc2)cs1	-101	i	i	i	i	i	-4	5	-0.5	i	16
CC(C)(CO)NC(=O)CC1C(=O)NCCN1Cc1ccc(-c2ccccc2)cc1 (stereo unspecified)	21	i	i	i	i	i	6	1	.	i	-32
O=C1CCc2ccccc2N1Cc1ccccc1	14	i	i	i	i	i	-5	4	0.4	i	-1
COc1ccc(NC(=O)C2CC(c3c(F)cccc3Cl)=NO2)cc1OC (stereo unspecified)	-17	i	i	i	i	i	2	5	0.8	i	-16
O=C(N/N=C/c1ccc2c(c1)OCO2)C(=O)Nc1ccc2ccccc2c1	-19	i	i	i	i	i	3	6	0.0	i	16
Cc1ccc(NC(=O)CCS(=O)(=O)c2cccc3nonc23)cc1	-39	i	i	i	i	i	1	2	0.3	i	-24
O=C(COc1nncc2ccccc12)Nc1ccc(F)c(F)c1	-4	i	i	i	i	i	3	7	0.4	i	-4
O=C(Nc1ccccn1)c1ccc([N+](=O)[O-])cc1Cl	-43	i	i	i	i	i	7	-4	0.3	i	-10
FC(F)(F)Oc1ccc(-c2cn3cccnc3n2)cc1	-80	i	i	i	i	i	-7	-1	2.7	i	-70
C[C@H]1CN=C(Nc2ccccc2)N1CCCC1CCCC1	-5	i	i	i	i	i	-3	4	0.1	i	-12
CCCc1n[nH]c(=O)c2c1nnn2Cc1ccccc1F	20	i	i	i	i	i	-2	-2	0.7	i	-23
COc1ccccc1C(CNc1ccc(S(=O)(=O)N2CCCC2)cc1[N+](=O)[O-])N(C)C (stereo unspecified)	19	i	i	i	i	i	-1	22*	-0.3	i	-22
Cc1cccnc1CNC(=O)C1CCC(=O)N(CCc2cccc(F)c2)C1 (stereo unspecified)	-12	i	i	i	i	i	2	3	0.8	i	-55
CCOc1ccc(S(=O)(=O)N2CCC(C(=O)N3CCCCCC3)CC2)cc1C	19	i	i	i	i	i	-4	10	0.3	i	-22
O=C(Cc1c(Cl)cccc1Cl)Nc1ccncc1	14	i	i	i	i	i	-1	-9	-0.4	i	-11
COc1ccc(C2NC(=O)c3sc4nc(C)c(C(C)=O)c(-c5ccc(Cl)cc5)c4c3N2)cc1 (stereo unspecified)	20	i	i	i	i	i	4	-4	-0.1	i	3
CCC(Oc1ccccc1OC)C(=O)Nc1ccc2c(c1)OCO2 (stereo unspecified)	7	i	i	i	i	i	4	5	1.6	i	-14
COc1cccc(C2CC(=O)Nc3cc(OC)c(OC)cc32)c1 (stereo unspecified)	20	i	i	i	i	i	-2	-14	0.9	i	-22
CCOC(=O)N1CCC(NC(=O)CN2C(=O)COc3ccc(C(C)(C)C)cc32)CC1	28	i	i	i	i	-7.8*	4	-5	-0.4	i	-34
CCOC(=O)c1c(S(=O)(=O)NCC(=O)N2CCN(c3ccccc3)CC2)c(C)n(C)c1C	29	i	i	i	i	i	2	-12	-0.6	i	-32
CC(C)(C)OC(=O)n1cc(C(=O)c2ccccc2O)cn1	14	i	i	i	i	i	-4	1	0.3	i	-45
O=C(CC1C(=O)NCCN1Cc1cccc(F)c1F)NC1CCCCCC1 (stereo unspecified)	21	i	i	i	i	i	1	0	-1.0	i	-8
COC(=O)[C@H]1C[C@@H]1[C@H](NC(=O)c1ccccc1)c1ccccc1	-12	i	i	i	i	i	-4	6	-0.3	i	6
COCCn1c(C)cc(C(=O)COc2ncnc3ccc(Br)cc23)c1C	-3	i	i	i	i	i	-2	5	0.0	i	15
Cc1ccc2nc(C)cc(SCC(=O)N/N=C/c3ccco3)c2c1	1	i	i	i	i	i	-2	2	0.3	i	0
Cn1c(SCc2nc3ccccc3n2CCO)nc2ccccc21	5	i	i	i	i	i	-3	2	-0.4	i	-11
COCCNC(=S)N/N=C(\C)c1ccc(-n2ccnc2)cc1	5	i	i	i	.	i	-5	1	-0.1	i	-4
Clc1ccccc1Nc1nc(-c2ccncc2)nc2ccccc12	20	i	i	i	i	i	-1	-10	-0.5	i	-29
FC(F)(F)c1cccc(N2CCN(CC3CC=CCC3)CC2)c1 (stereo unspecified)	-22	i	i	i	i	i	3	0	0.1	i	-16
COC(=O)C(NNc1ccccc1)(NC(=O)c1ccc(F)cc1)C(F)(F)F (stereo unspecified)	20	i	i	i	i	i	-6	-9	-0.3	i	5
O=C(NCc1ccc(Cl)cc1)c1cnccn1	18	i	i	i	i	i	22	3	-39	i	-18
CCN(CC)CCn1c2ccccc2c2nc(C)sc21	4	i	i	i	i	i	2	-2	-1.5	i	-24
COc1ccc(-c2ccnc(SCC(=O)c3ccc(Cl)cc3)n2)cc1	8	i	i	i	i	i	-9	-2	-0.2	i	-14
Cc1nnc(SCCC(=O)Nc2ccccc2Cl)o1	-13	i	i	i	i	i	-1	1	-1.6	i	-60
NC(=O)CC(NC(=O)Cc1ccc(Br)cc1)c1ccc(NCCc2ccc(Cl)cc2)c([N+](=O)[O-])c1 (stereo unspecified)	40	.	i	i	i	i	5	.	-1.7	i	.
CCn1nc(C)c(C2C(C#N)=C(N)Oc3n[nH]c(C)c32)c1C (stereo unspecified)	-2	i	i	i	i	i	5	10	-1.0	i	-16
CN(c1ccccc1)S(=O)(=O)c1ccc2c(c1)oc(=O)n2C	14	i	i	i	i	i	-2	5	0.0	i	-4
CCCCNC1CCS(=O)(=O)C1 (stereo unspecified)	-15	i	i	i	i	i	-5	-1	0.2	i	9
CCOC(=O)c1cccc(NC(=O)c2cccs2)c1	-65	i	i	i	i	i	4	4	1.2	i	-61
CCOC(=O)CNC(=S)N(Cc1ccccc1)Cc1cccnc1	-20	i	i	i	i	i	17	-7	0.0	i	-17
COC(=O)c1ccccc1NC(=O)NC1CCN(Cc2ccccc2)CC1	-15	i	i	i	.	i	-6	1	0.0	i	-20
O=C(NNc1ccc(F)cc1F)C1CCC1	1	i	i	i	i	i	8	-10	-0.2	i	-50
Cc1ccc(C(=O)O)cc1NCc1ccncc1	-10	i	i	i	i	i	0	1	-3.3	i	-1
COc1cc(CNc2ccc3[nH]c(=O)[nH]c3c2)ccc1OCc1ccccc1C	-45	i	i	i	i	i	1	6	0.1	i	-52
CCOc1ccc(CCNC(=O)c2cc(=O)[nH]c3ccc(S(=O)(=O)N(CC)CC)cc23)cc1OCC	10	i	i	i	i	i	-7	0	-0.1	i	-6
O=C(N/N=C/c1ccco1)C1CC1c1ccccc1 (stereo unspecified)	-2	i	i	i	i	i	1	5	-0.6	i	22
CCN(CC)CCOc1c(C)cccc1Cl	17	i	i	i	i	i	5	1	-0.2	i	-15
NS(=O)(=O)c1ccc(N/N=C/c2ccncc2)cc1	-4	i	i	i	i	i	-4	5	0.0	i	5
CCOc1ccc(NC(=O)CC2NCCNC2=O)cc1 (stereo unspecified)	-7	i	i	i	i	i	0	-3	-0.3	i	-15
COc1ccc2c(c1)c1ncn(CCCN3CCOCC3)c(=O)c1n2C	9	i	i	13*	i	i	-4	1	-0.3	i	-26
Next section
SMILES	aSyn 5UTR inh	MrgX1 antagonist	TRPC4 act	TRPC4 PAM	TRPC4 block	TRPC6 inh	SKKanGAS inh	IEC-6 cytotox	HIF activator	TRPC6 activator	KLF5 inhibitor
Cn1cc(CCC(=O)NCc2cccc(Cl)c2)c2ccccc21	17	i	i	i	i	i	3	-3	-12	i	-53
Cc1cc2cc(C(c3nnnn3Cc3ccco3)N3CCc4ccccc43)c(=O)[nH]c2cc1C (stereo unspecified)	29	i	i	i	i	i	9	-5	-0.2	i	-2
O=C(N/N=C/c1cccc(OC2CSC2)c1)c1ccccc1O	-1	i	i	i	i	i	3	-2	0.2	i	20
Cc1ccc(OCCN2CCCC2)cc1	8	i	i	i	i	i	6	-6	1.2	i	-17
Nc1cnc(-c2ccccc2)nc1Cl	-63	i	i	i	i	i	1	2	0.2	i	-9
O=C(c1ccccc1)N1CCN(C(=O)c2ccccc2)C1c1ccccc1	-7	i	i	i	i	i	-4	-7	0.7	i	-34
COc1cc(C(=O)NC(=S)Nc2ccc3c(c2)OCO3)cc(OC)c1OC	-33	i	i	i	i	i	18	1	0.0	i	-26
Cc1ccc(/C=N/NC(=O)Cn2nc(C)c([N+](=O)[O-])c2C)o1	8	i	i	i	i	i	0	-1	-0.4	i	-25
O=C(OCCCOC(=O)c1ccc([N+](=O)[O-])o1)c1ccc([N+](=O)[O-])o1	-49	i	i	i	i	i	24	.	0.8	i	.
O=C(NC1CCC(NC(=O)C2CCCO2)CC1)C1CCCO1 (stereo unspecified)	0	.	i	i	i	i	-9	1	-0.1	i	-9

Some entries already given, limited to TRPC4 PAM and TRPC6 inh:
SMILES	TRPC4 PAM	TRPC6 inh
Cc1ccc(OCCN2CCCC2)cc1	i	i
O=C(OCCCOC(=O)c1ccc([N+](=O)[O-])o1)c1ccc([N+](=O)[O-])o1	i	i
